From PubChem BioAssay
Vif-A3G inh: Vif-A3G binding inhibition; Q9HC16; 410,000 compounds, 0.076% hits; Potency, µM (doses to about 46.1 µM), without a hit: at the top dose activity, negative = active, hits mostly inhibitors; AID 602310; HeLa A3G-eYFP + Vif (tagged APOBEC3G with the HIV-1 protein that degrades it), YFP fluorescence, overnight;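 further: potency means the concentration at half of the fitted maximal effect; on the % scale 0 is the no-effect control and ±100 the full control effect; nearly all actives have a fitted effect of over 60% in size; hits raise eYFP signal because A3G escapes Vif-driven loss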
Target sequence (Q9HC16 whole entry, looked up): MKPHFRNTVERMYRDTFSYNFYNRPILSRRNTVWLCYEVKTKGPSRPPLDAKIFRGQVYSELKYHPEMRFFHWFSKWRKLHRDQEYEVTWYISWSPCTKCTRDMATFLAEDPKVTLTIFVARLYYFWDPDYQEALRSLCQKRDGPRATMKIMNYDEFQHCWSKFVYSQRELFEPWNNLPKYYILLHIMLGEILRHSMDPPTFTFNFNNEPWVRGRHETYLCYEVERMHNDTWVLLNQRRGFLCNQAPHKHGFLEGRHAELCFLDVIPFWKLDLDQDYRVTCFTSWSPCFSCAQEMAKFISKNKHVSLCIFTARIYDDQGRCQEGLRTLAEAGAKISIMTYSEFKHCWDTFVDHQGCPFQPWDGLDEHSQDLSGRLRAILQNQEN
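HeLa cells stably expressing Vif and C-terminally eYFP-tagged A3G, seeded overnight at 37 deg C, then exposed to compound by pintool overnight at 37 deg C. Rise in yellow fluorescence (Ex 488/Em 500-530, Acumen) marks blocked Vif-driven A3G degradation.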
Vif-A3F inh: Vif-A3F binding inhibition. AID 602313. 390,000 compounds, 0.2% hits. Potency, µM (series often up to 46.1 µM), for inactives: at the highest dose activity, negative = active. HeLa A3F-eYFP + Vif (tagged APOBEC3F with the HIV-1 protein that degrades it), YFP fluorescence increase; further: potency means the concentration at half of the fitted maximal effect; % of control where 0% means no effect; nearly all actives have a fitted effect of over 65% in size
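Fluorescence increase (Ex 488/Em 500-530) after overnight compound treatment at 37 deg C flags inhibition of Vif-driven A3F-eYFP loss in stable HeLa A3F-eYFP/Vif cells seeded overnight beforehand.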
PI4K2A inh: inhibitors of human PI4K2A; Q9BTU6; activity change, negative = inhibition, % at 76.9 µM; 420,000 compounds, 0.13% hits; purified PI4K2A, ADP-Glo luminescence, 1 h; stronger effect = lower value; AID 1346378; in the data active means activity change below about -50%; inconclusive means mostly about -30% to -49%;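 further: -100% = wells without enzyme as full effect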
Target sequence (Q9BTU6 whole entry, looked up): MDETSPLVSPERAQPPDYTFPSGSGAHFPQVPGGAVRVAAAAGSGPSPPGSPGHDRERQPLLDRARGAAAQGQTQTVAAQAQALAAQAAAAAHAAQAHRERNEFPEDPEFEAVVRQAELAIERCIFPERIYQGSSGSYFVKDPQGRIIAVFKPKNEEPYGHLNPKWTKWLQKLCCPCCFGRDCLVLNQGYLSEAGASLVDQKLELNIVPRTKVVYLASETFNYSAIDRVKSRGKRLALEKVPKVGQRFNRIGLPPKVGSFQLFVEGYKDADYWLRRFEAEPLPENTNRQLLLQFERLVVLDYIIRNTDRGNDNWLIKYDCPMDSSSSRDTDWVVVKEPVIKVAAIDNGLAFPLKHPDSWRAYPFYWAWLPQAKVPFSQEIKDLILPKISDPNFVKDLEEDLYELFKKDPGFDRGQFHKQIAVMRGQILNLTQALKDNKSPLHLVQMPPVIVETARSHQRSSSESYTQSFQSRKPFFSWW
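ADP-Glo luminescence measured ADP generated by PI4K2A enzyme (4 ug/mL before mixing) with 1.2 mM PI substrate (pre-mix) and 300 microM ATP (pre-mix). Tris pH7.5 buffer with MgCl2, Triton X-100; 1 h reaction at ambient temperature.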
mIDH1 inhibitor: human IDH1 R132H inhibition; O75874; IDH1-R132H enzyme, NADPH consumption, diaphorase/resazurin fluorescence; Potency, µM (series often up to 76.6 µM), inactives show at the highest dose activity change, negative = inhibition, usual class: inhibitors; 390,000 compounds, 0.093% hits; further: potency means the concentration at half of the fitted maximal effect; on the % scale 0 is the no-effect control and ±100 the full control effect; nearly all actives have a fitted effect of over 65% in size
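IDH1-R132H (0.5 ug/mL) preincubated 30 min with compound, then NADPH (0.016 mM) and alpha-KG (2 mM) added; 80 min at RT, pH 7.5. Remaining NADPH coupled via diaphorase/resazurin to fluorescence (540/590 nm); concentration-response curves normalized to no-enzyme control.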
TrxR1 substrate: rat thioredoxin reductase 1 substrate activity; Potency, µM (highest dose often 114 µM), for inactives: top-dose activity change, negative = substrate turnover; purified TrxR1 substrate turnover, NADPH consumption readout; 390,000 compounds, 0.01% hits; O89049; AID 588456; further: potency means the concentration at half of the fitted maximal effect; on the % scale 0 is the no-effect control and ±100 the full control effect; nearly all actives have a fitted effect of over 50% in size
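Rat TrxR1, dispensed at 90 nM, was prereduced with 400 uM NADPH (final) for 5 min at ~22 deg C, then incubated with compound 15 min before 400 uM selenite. A first-read NADPH fluorescence drop versus no-compound background flagged substrates.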
USP1 inh: USP1/UAF1 (human) deubiquitinase inhibition. O94782. recombinant USP1/UAF1, Ub-Rhodamine cleavage fluorescence. Potency, µM (highest dose often 57.1 µM), without a hit: top-dose activity change, negative = inhibition, actives largely listed as inhibitors. 390,000 compounds, 0.23% hits. AID 743255; further: potency means the concentration at half of the fitted maximal effect; on the % scale 0 is the no-effect control and ±100 the full control effect; nearly all actives have a fitted effect of over 60% in size; inactives centre near -12
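High-throughput fluorogenic screen: 1nM USP1/UAF1 complex, Ub-Rho substrate 150nM final, 50mM HEPES pH 7.8 with 0.5mM EDTA, 0.1 mg/ml BSA, 1mM TCEP and 0.01% Tween-20.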
RXFP1 agonist: agonists of human relaxin receptor RXFP1 | HEK293T-RXFP1 cAMP TR-FRET, 30 min; response scale: percent of porcine relaxin response, buffer zero | Q9HBX9 | 370,000 compounds, 0.3% hits | Potency, µM (highest dose often 57.5 µM), without a hit: at the highest dose activation, most hits filed as activators; further: potency means the concentration at half of the fitted maximal effect; on the % scale 0 is the no-effect control and ±100 the full control effect; nearly all actives have a fitted effect of over 60% in size; many of its hits are not listed in these tables
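cAMP rise read by TR-FRET after 30 min, 37C compound exposure (up to 58 uM) in RXFP1-transfected HEK293 cells with Ro 20174 present. EC50 from Hill-equation fits, with 29 nM porcine relaxin as 100% and buffer as basal.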
LDHA inh: LDHA (human) enzyme inhibition; P00338; purified LDHA, NADH/diaphorase-resazurin fluorescence; stronger effect = lower value; activity change, % (values are at about 110 or 230 µM); 480,000 compounds, 0.15% hits; AID 1347041; in the data active means activity change below about -30%; inconclusive means mostly about -25% to -30%;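 further: plate controls were DMSO wells for no effect and wells without enzyme for full effect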
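LDH5 2 nM; NADH 0.06 mM, pyruvate 0.2 mM; 200 mM Tris pH 7.4, EDTA, Tween-20; 5 min RT. Detection: diaphorase 0.133 mg/mL + resazurin 37 µM, fluorescence ex540/em590 at 0 and 20 min; normalized to enzyme-free and DMSO wells.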
GRP78 ERSR act: ER stress response induction in glioma. 420,000 compounds, 0.02% hits. U87-MG GRP78 promoter luciferase reporter, 16 h. AID 602332. Potency, µM, inactives show top-dose activation, actives largely listed as activators; further: potency means the concentration at half of the fitted maximal effect; series mostly up to about 76 µM; % of control where 0% means no effect; nearly all actives have a fitted effect of over 35% in size
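ERSR induction read as luciferase luminescence (Bright-Glo, 10 min at room temperature) in stably transfected human U87-MG glioma cells exposed to compounds for 16 h, using GRP78 as sensor.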
Starred values were filed as active, the others as inactive; ? = inconclusive; . = not tested or not shown; [ ] = dose if it differs, or a comment. Unless noted, the call rests on the fitted dose curve; in most records, active means well fitted curve in the direction sought with a large enough effect; inconclusive means small, poorly fitted or top-dose-only effect, or another doubt; inactive means no such curve, though single readings can be large; an effect the other way counts as inactive or inconclusive. This is a subset; count on the stated rates, not on these rows.

SMILES | Vif-A3G inh | Vif-A3F inh | PI4K2A inh | mIDH1 inhibitor | TrxR1 substrate | USP1 inh | RXFP1 agonist | LDHA inh | GRP78 ERSR act
CC(C)[C@H](NC(=O)NCc1ccc(F)cc1)C(=O)O | 2% | -2% | 3 | -9% | -7% | -16% | 2.4% | -4 | -4%
CC1C(=O)C(C)C(c2ccccc2)N(N=O)C1c1ccccc1 (centres undefined) | 1% | 6% | 5 | 3% | -2% | -18% | . | -8 | -8%
C/C(=N/NC(=O)c1nnn(-c2nonc2N)c1COc1ccccc1)c1ccccc1Cl | 3% | -4% | -25 | 16% | 7% | -24% | 0.4% | 4 | -6%
Cc1ccc(CCNC(=O)c2ccc(Nc3nc4ccccc4n4nnnc34)cc2)cc1 | -4% | ? | -3 | -9% | 20% | -4% | 8.9% | -8 | -1%
CC1CC(C)(C)CC2(C1)NC(=O)N(CC(=O)NCc1ccccc1F)C2=O (centres undefined) | -5% | -16% | -5 | -5% | 7%[57.1 µM] | -21% | 0.0% | -5 | 0%
COc1cccc(C(=O)N2CCN(Cc3cc(Br)ccc3OC)CC2)c1 | -1% | 2% | 3 | 2% | -3% | -18% | -0.4% | -20 | -5%
Cn1c(/N=C(\N)c2ccccc2)nc2ccccc21 | -13% | -8% | -8 | -8% | . | -5% | . | -19 | -1%
Cc1cc(S(=O)(=O)Nc2ccc(N(C)C)cc2)c(C)s1 | -1% | 6% | -4 | 4% | -1% | -10% | -1.6% | 17 | -3%
Cc1ccc(NC(=O)N(C)c2ccccc2)cc1 | -1% | 1% | 4 | -6% | -8% | -30% | -3.2% | -7 | 5%
Cc1oc2cc3oc(=O)cc(C)c3cc2c1C | -2% | -5% | -4 | 3% | 6% | -22% | 6.6% | 2 | -4%
CCN(CC)CCNC(=O)c1c(O)c2c([nH]c1=O)CCCC2 | 1% | -6% | 0 | 2% | 6% | 0% | 1.9% | 13 | -4%
CCS(=O)(=O)N1CCc2cc(C(=O)Nc3cc(OC)c(Cl)cc3OC)ccc21 | -3% | -4% | 7 | 14% | 3% | -22% | 1.2% | 2 | 2%
COc1ccc(-n2c(O)cnc2Nc2nc(C)cc(C)n2)cc1OC | -1% | -14% | 1 | -7% | -2% | 7% | 2.9% | -7 | -3%
Cc1ccc(NC2CCCN(C(=O)CCc3scnc3C)C2)cc1C (centres undefined) | -2% | 1% | 2 | 4% | -1% | -17% | -1.3% | 9 | -3%
CC(C)CN(C(=O)Cn1c(Cl)nc2c1c(=O)n(C)c(=O)n2C)C1CCS(=O)(=O)C1 (centres undefined) | 0% | 13% | 0 | 6% | 3% | -18% | 2.0% | -7 | -4%
CSc1cccc(Nc2cc(C(=O)NCCCN(C)c3ccccc3)c3ccccc3n2)c1 | 1% | -2% | -2 | 18% | 2%[57.1 µM] | -3% | 1.5% | 2 | -3%
O=C(c1cccs1)N(Cc1ccccn1)Cc1ccco1 | 1% | 0% | 7 | -1% | 4% | -4% | -0.2% | 1 | 1%
COc1cc(/C=N/Nc2snc(SC)c2C#N)cc(OC)c1OC | -8% | -7% | -1 | 6% | 26% | -14% | -3.9% | 4 | -2%
O=C(COC(=O)c1ccccc1)Nc1cc(S(=O)(=O)N2CCCCCC2)ccc1Cl | 2% | -12% | -3 | 1% | 5% | -22% | 0.7% | -9 | -2%
COc1ccc(NC(=O)Cn2c(SCc3ccc(C)cc3)nc3cccnc32)c(OC)c1 | 5% | 0% | -4 | 16% | -5% | 0% | 0.4% | -11 | -2%
C/C(=N/NS(=O)(=O)c1ccc(C)c(C)c1)c1ccncc1 | -1% | -5% | -6 | 6% | 3% | -22% | -3.6% | 0 | -3%
O=C(N/C(=C\c1cccc([N+](=O)[O-])c1)C(=O)N1CCOCC1)c1cccc(Br)c1 | -4% | 8% | -2 | 0% | -18% | -5% | -1.4% | -6 | -6%
COc1cc(C2C(C#N)=C(N)Oc3c2ccc2ccccc32)ccc1OCC(=O)Nc1ccc(C)cc1 (centres undefined) | -21% | -10% | -4 | -2% | -7% | -21% | 1.8% | 6 | -5%
Cc1c(Cl)cccc1NC(=O)CCN1CCN(CCO)CC1 | 0% | -2% | -5 | 3% | 3% | -15% | 0.5% | 2 | -1%
CCOC(=O)C(C)Oc1cccc2c(=O)n(CC(=O)Nc3cccc(OC)c3)ccc12 (centres undefined) | -6% | 5% | 3 | -6% | 2%[57.1 µM] | -15% | 1.3% | -10 | -6%
COc1cc(-c2nc3n(n2)C(c2ccc(F)cc2)C2=C(CCCC2=O)N3)cc(OC)c1OC (centres undefined) | -8% | -8% | 0 | -2% | -2% | -29% | 2.9% | 0 | -1%
Cc1ccc(OCCSc2nc3ccc(NC(=O)c4ccc5c(c4)OCO5)cc3s2)cc1 | 1% | 6% | 0 | -10% | 3% | -9% | 0.1% | -1 | 0%
O=C(NC(=S)N1CCN(c2ccccn2)CC1)c1ccccc1 | 2% | 22µM* | -1 | 0% | -7% | -3% | 3.8% | -13 | 0%
CCOc1ccc(NC(=O)CN(C)C(=O)c2ccccc2Cc2ccccc2)cc1OCC | -9% | 0% | 0 | 5% | 3% | -12% | 3.0% | 2 | -3%
Cc1c(NC(=O)C2(c3ccccc3)CCCC2)c(=O)n(-c2ccccc2)n1C | -1% | 8% | 2 | 4% | 3% | -18% | 0.9% | -3 | -5%
CC(C)C(C(=O)Nc1ncn[nH]1)N1C(=O)c2ccccc2C1=O (centres undefined) | -13% | -1% | 11 | 4% | 1% | 3% | -0.3% | -3 | -3%
C[C@@H]1CN([C@@H](C)CO)C(=O)c2cc(Br)cnc2O[C@@H]1CN(C)S(C)(=O)=O | 3% | -1% | 0 | -2% | . | -26% | . | 1 | -3%
Cc1oc2ncn(C)c(=O)c2c1C(=O)Nc1ccccn1 | -1% | -14% | -4 | -9% | -6% | ? | 7.9% | -1 | -2%
CCOc1ccc(NC(=O)CN(C)C(=O)c2ccc(COc3ccccc3)cc2)cc1OCC | 0% | 1% | -1 | 0% | -10% | -13% | -2.3% | -10 | 1%
Cc1ccc(N(CC(=O)NCCSc2ccccn2)S(C)(=O)=O)cc1 | 1% | 0% | 6 | 12% | 6%[57.1 µM] | 2% | -0.1% | -5 | -3%
NC(CSCc1ccccc1Cl)C(=O)O (centres undefined) | 0% | 8% | -2 | -9% | 2% | -23% | -1.1% | -5 | 0%
Cc1cc(C)nc(NS(=O)(=O)c2ccc(NC(=O)c3cc(=O)c4ccccc4o3)cc2)n1 | -8% | 1% | 2 | 1% | -4% | -26% | 5.0% | -3 | -1%
CCC(=O)N(CC(=O)Nc1sc(C)c(C)c1C(N)=O)C1CCCC1 | 7% | 8% | 4 | 3% | -11%[57.1 µM] | ? | 0.1% | -1 | -2%
C/C(=N\Nc1nccnc1Cl)c1ccc([N+](=O)[O-])cc1 | 3% | 0% | -6 | 7% | -4% | -1% | 0.5% | -8 | 5%
Cc1ccc(SCc2nc(N)nc(Nc3ccccc3C)n2)cc1C | -1% | -6% | -4 | 12% | -3% | -24% | 0.4% | 3 | -2%
O=C1N=C(N2CCN(c3ccccc3)CC2)SC1Cc1ccccc1 (centres undefined) | 1% | 3% | 8 | 3% | 5%[57.1 µM] | 0% | 1.8% | -5 | -1%
CCOC(=O)c1c(N)n(-c2ccc(OCC)cc2)c2nc3ccccc3nc12 | -3% | -3% | 3 | 0% | 1%[57.1 µM] | -23% | 4.4% | -3 | -3%
CCn1c(-c2cccnc2Cl)nc2cc(C)c(C)cc21 | 1% | -12% | 5 | 2% | 7%[57.1 µM] | -9% | 4.1% | -7 | 2%
O=C(NCCN1C(=O)S/C(=C\c2ccc(F)cc2)C1=O)c1cccc(S(=O)(=O)N2CCOCC2)c1 | 3% | 7% | 3 | 0% | -9% | -18% | 0.7% | -4 | 2%
O=C1Nc2ccccc2C(O)(C(=O)N2CCCCC2)N1c1ccccc1 (centres undefined) | 0% | -9% | -9 | 1% | 7%[57.1 µM] | 2% | -1.6% | -1 | -3%
Cc1ncc([N+](=O)[O-])n1Cc1ccccc1 | -3% | -14% | -5 | 8% | -6% | -3% | 0.0% | -2 | -3%
c1ccc2sc(NC3=NCN(C4CCCCCC4)CN3)nc2c1 | 3% | -11% | -5 | 1% | 3% | -6% | 2.3% | -3 | -4%
CCOC1(C)OCC(=O)[C@]2(CCC3C4CCC5=CC(=O)C=CC5(C)C4C(=O)CC32C)O1 (some centres undefined) | -2% | 10% | -2 | 2% | 5%[57.1 µM] | -14% | 3.0% | -9 | -6%
CN(C(=O)c1cnc(N2CCN(c3ncccn3)CC2)c2ccccc12)c1ccc(Cl)cc1 | 2% | -1% | -1 | 14% | 14% | -11% | 2.4% | -3 | -3%
COc1ccc2c(c1OC)C(=O)OC2 | -1% | -7% | 1 | -5% | 12%[57.1 µM] | -2% | 4.4% | 2 | 0%
